# Screening data deposited in PubChem BioAssay by National Center for Advancing Translational Sciences (NCATS).
# Sm TGR block: inhibitors of Schistosoma mansoni thioredoxin glutathione reductase; Q962Y6; purified TGR, DTNB reduction, TNB absorbance 405 nm; Potency, µM (doses to about 114 µM), without a hit: at the top dose activity change, negative = inhibition, most hits filed as inhibitors; actives 3% (n = 360,000); AID 485364; further: potency means the concentration at half of the fitted maximal effect; nearly all actives have a fitted effect of over 60% in size
#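 First, TGR (20 nM dispensed) and NADPH were mixed with compound. Second, a 15 min room-temperature incubation followed. Third, further NADPH and then DTNB were added to start the reaction. Finally, TNB absorbance was monitored kinetically.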
# AMA1 RON2 block: disrupts binding of P. falciparum AMA1 to RON2. AID 720542. AlphaScreen AMA1-biotinylated RON2 peptide binding. Potency, µM (top dose mostly 58.2 µM), inactives show top-dose activity change, negative = inhibition, actives largely listed as inhibitors. actives 0.2% (n = 360,000);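 further: potency means the concentration at half of the fitted maximal effect; 0% = vehicle wells and -100% = peptide control; nearly all actives have a fitted effect of over 45% in size; some results filed as inactive show a strong effect at the top dose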
#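 AMA1 (3D7) with his tag at 25 nM final met compounds first, then biotinylated RON2 peptide at 25 nM; detection used donor plus acceptor beads, 10 µg/mL apiece, read by AlphaScreen after 30 min at room temperature.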
# AmpC inh detg: blocks E. coli AmpC beta-lactamase in detergent assay; actives 0.041% (n = 370,000); Potency, µM (titrated, usually from 114 µM), inactives show top-dose activity change, negative = inhibition, actives largely listed as inhibitors; P00811; AmpC hydrolysis of nitrocefin, absorbance 480 nm, 0.01% Triton; AID 485294;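 further: potency means the concentration at half of the fitted maximal effect; 0% = no-compound wells and -100% = no-enzyme wells; nearly all actives have a fitted effect of over 25% in size; some results filed as inactive show a strong effect at the top dose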
# Target sequence (P00811 whole entry, looked up): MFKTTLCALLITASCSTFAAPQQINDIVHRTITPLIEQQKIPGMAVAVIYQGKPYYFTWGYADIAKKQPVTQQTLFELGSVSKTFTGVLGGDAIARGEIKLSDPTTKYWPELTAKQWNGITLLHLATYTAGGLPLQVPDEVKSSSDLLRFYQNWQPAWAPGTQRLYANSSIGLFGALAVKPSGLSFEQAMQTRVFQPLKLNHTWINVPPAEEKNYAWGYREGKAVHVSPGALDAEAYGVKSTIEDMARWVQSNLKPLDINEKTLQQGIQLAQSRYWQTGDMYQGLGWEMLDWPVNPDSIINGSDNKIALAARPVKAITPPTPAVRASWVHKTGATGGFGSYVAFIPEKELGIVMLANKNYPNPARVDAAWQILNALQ
#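 20 mM phosphate pH 7.0 + 0.01% (detergent screen) or 0.0001% Triton X-100; 5.3 nM AmpC reagent; cpd preinc 15 min RT; nitrocefin (800 uM stock) to start; A480 q20 s × 4 min; Activity was normalised to no-enzyme and no-compound control wells.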
# FBPA Giardia inh: Giardia lamblia aldolase inhibition. Potency, µM (highest dose often 59.6 µM), without a hit: at the top dose activity, negative = inhibition, hits mostly inhibitors. purified Giardia FBPA. actives 0.71% (n = 290,000). A8B2U2; further: potency means the concentration at half of the fitted maximal effect; nearly all actives have a fitted effect of over 55% in size
# Target sequence (A8B2U2 whole entry, looked up): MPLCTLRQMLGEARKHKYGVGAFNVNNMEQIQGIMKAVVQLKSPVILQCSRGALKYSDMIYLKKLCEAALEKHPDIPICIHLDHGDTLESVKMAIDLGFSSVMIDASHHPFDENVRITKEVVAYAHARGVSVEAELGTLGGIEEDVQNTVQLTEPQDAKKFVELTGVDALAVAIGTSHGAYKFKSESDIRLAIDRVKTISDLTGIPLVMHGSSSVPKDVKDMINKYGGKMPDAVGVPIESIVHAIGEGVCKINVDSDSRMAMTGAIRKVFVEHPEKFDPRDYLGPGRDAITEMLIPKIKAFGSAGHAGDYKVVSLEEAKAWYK
#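 40 nM FBPA preincubated 10 min at RT with compound (up to 57.5 uM final), then substrate plus GAPDH/TPI/NAD/arsenate coupling and diaphorase/resazurin added. Fluorescence read after 20 min at RT, 525/598 nm.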
# HCV inhibitor: HCV inhibition | Huh7.5.1 HCVcc-Cre infection, luciferase reporter, 44 h | Potency, µM (titrated, usually from 41.8 µM), for the others: top-dose activity change, negative = inhibition, hits mostly inhibitors | actives 3.4% (n = 340,000) | AID 651820; further: potency means the concentration at half of the fitted maximal effect
#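 Infectious HCVcc-Cre (~0.5 moi) was added to cells just after compound, with cells seeded 4 h earlier at 1,000 per well. Luciferase activity after 44 h culture reported infection; substrate was incubated 15 min at room temperature before reading.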
# HCMV inh: human cytomegalovirus inhibition. AID 1259415. HFF cells, HCMV-luciferase reporter, 72 h; active compounds read low. actives 4.5% (n = 410,000). activity change, negative = inhibition, % at 57.5 µM; in the data active means activity change below about -60%; inconclusive means no clear call, values can overlap the other calls; inactive means above about -39%
#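 Compounds were evaluated in HFFs infected with an HCMV luciferase reporter virus (MOI 1 PFU/cell). Luciferase in lysates collected 72 h post infection served as the replication measure.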
# Starred values were filed as active, the others as inactive; ? = inconclusive; . = not tested or not shown; & = joins results of further samples; [ ] = another dose, or the depositor's remark. Unless noted, the call rests on the fitted dose curve; in most records, active means well fitted curve in the direction sought with a large enough effect; inconclusive means small, poorly fitted or top-dose-only effect, or another doubt; inactive means no such curve, though single readings can be large; an effect the other way counts as inactive or inconclusive. Unless noted, on the % scale 0 is the no-effect control and ±100 the full control effect.
nr	Molecule	HCV inhibitor	AMA1 RON2 block	HCMV inh	Sm TGR block	FBPA Giardia inh	AmpC inh detg
1	O=C(CCC(=O)N1CCCCCC1)Nc1ccc([N+](=O)[O-])cc1	18%	-3%	12	-2%	.	3%
2	Cc1oc2c(c1C(=O)Nc1cccc3ccccc13)CCCC2	?	-2%	-36	-1%	-1%	0%
3	COCc1cc(CN2CCCC(C(=O)Nc3ccc(-c4ccco4)cc3)C2)ccc1OC (stereo not given)	?	?	-4	-2%	-5%	?
4	O=c1[nH]c2c(s1)C(c1cccnc1)C1C3CCC(C3)C1S2 (stereo not given)	25%	-4%	.	-19%	8%	-4%
5	CC(=NCCCO)c1c(O)[nH]c(=O)[nH]c1=O	7%	-19%	21	11%	0%	2%
6	O=C(/C=C/c1ccc(S(=O)(=O)N2CCOCC2)cc1)N1CCCCC1	6%	2%	-24	3%	.	-17%
7	Cc1ccc(C(=O)CSc2nnc(-c3ccccc3N)n2C)cc1C	2%	-4%	22	-3%	0%	-8%
8	O=C(OCc1ccccn1)c1ccc(COc2ccc3ccccc3c2)o1	19%	21%	0	?	1%	-7%
9	CCOc1nc(NC(=O)NS(=O)(=O)Oc2ccccc2Cl)nc(-c2ccccc2)n1	-8%	-5%	34&55	0%&-11%	6%	-1%&-5%
10	Cc1cccc(OCC(=O)Nc2ccc(S(=O)(=O)Nc3ccccn3)cc2)c1	-18%	-11%	-31	.	-1%	5%
11	O=C1CN(C(=O)CSc2nnc(C3CC3)n2-c2ccccc2)c2ccccc2N1	18%	-4%	23	12%	1%	-2%
12	C[C@H](N)CN1CCc2ccc(Br)cc21	?	42%[activator]	?	.	-5%	.
13	CCN(CC)c1ccc(-c2nn3c(-c4ccccc4OC)nnc3s2)cc1	?	9%	.	-1%	4%	-4%
14	CCOC(=O)c1c(NC(=O)COC(=O)Cn2c(C)nc3ccccc32)sc2c1CCCC2	-23%	14%	-16	-11%	-1%	-19%
15	CCC(Oc1ccccc1OC)C(=O)N1CC(=O)Nc2ccccc21 (stereo not given)	15%	-12%	-74*	-7%	-5%	-2%
16	Cc1ccccc1OCc1nc2ccccc2c(=O)n1/N=C/c1cn[nH]c1-c1ccccc1	?	30%[activator]	-16	1%	-3%	-8%
17	CC(=O)N1CCN(S(=O)(=O)c2cccc(C(=O)OCC(=O)N(Cc3ccccc3)C(C)(C)C)c2)CC1	3%	4%	-9	.	.	.
18	CCCNC(=O)c1oc2ccc3c(c2c1C)C=CC(C)(C)O3	?	-3%	-61*	4%	3%	-8%
19	Cc1ccc(NC(=O)CSc2nnc(-c3n[nH]c4ccccc34)n2-c2ccccc2)c(C)c1	?	-2%[11.6 µM]	-2	-18%	7%	-13%
20	O=c1c2oc3ccccc3c2n(Cc2ccccc2)c(=O)n1Cc1ccc2c(c1)OCO2	.	.	-33	-2%	.	?
21	CCOc1nc(-c2ccccc2)ccc1-c1noc(-c2ccncc2)n1	-16%	-2%	62	0%	19%	-3%
22	Cc1ccc(C)c(OCC(=O)NNC(=O)CCN2CCN(c3ccccc3)CC2)c1	-4%	70%[activator][11.6 µM]	29	-22%	.	-3%
23	Cc1ccc2c(=O)cc(C(=O)NCc3ccccc3)oc2c1C	-24%	17%	?	-1%	19%	?
24	O=C(NCc1cccs1)c1ccc(CSc2nc3cccnc3n2Cc2ccc(F)cc2)cc1	.	.	-9	-1%	.	-6%
25	Cn1cnnc1SCC(=O)Nc1nc(-c2ccc(F)cc2)cs1	-13%	7%	-34	10%	3%	6%
26	O=C1CC(NCc2ccncc2)C(=O)N1c1ccccc1 (stereo not given)	12%	2%	-39	?	-13%	0%
27	C=CCOc1nc2c(c(=O)n(Cc3ccc(Cl)c(Cl)c3)c(=O)n2C)n1C	-8%	-10%	-12	.	.	.
28	O=c1[nH]ncc(N2CCN(C(c3ccccc3)c3ccccc3)CC2)c1Cl	-11%	-4%[2.32 µM]	?	-3%	3%	?
29	CCOc1ccccc1NC(=O)NC1CCN(CC(=O)Nc2ccc3c(c2)OCCO3)CC1	?	-8%	34	-3%	0%	?
30	Cc1cc(C)c2nc(N3CCC(C(=O)N4CCN(C(=O)c5ccco5)CC4)CC3)sc2c1	?	-27%	?	-12%	7%	-3%
31	O=c1[nH]c(=O)n(CCC2=CCCCC2)c(O)c1/C=N/N1CCOCC1	3%	-7%	15	0%	4%	-4%
32	Cc1nc(N2CCOCC2)nc(Oc2ccccc2F)c1[N+](=O)[O-]	?	-16%	-31	12%	14%	-2%
33	CC(=O)N1CCCc2cc(S(=O)(=O)N3CCCC(C(=O)NC(C)C)C3)ccc21 (stereo not given)	.	.	-6	2%	.	2%
34	Cc1cccc(N(C)C(=O)c2cc3c(=O)[nH]c4ccc(C)cc4c3s2)c1	?	22%	?	-1%	6%	5%
35	COc1ccc(NC(=O)c2ccc(CNS(=O)(=O)c3ccc4c(c3)C(C)(C)C(=O)N4C)cc2)cc1	.	.	59	8%	.	3%
36	Cc1ccccc1OCCNC(=O)/C=C/c1ccc([N+](=O)[O-])cc1	?	10%	13	0%	-5%	-12%
37	CCCn1c(N)c(CC)c(=O)[nH]c1=O	19%	4%	?	-1%	2%	2%
38	Cc1nn(Cc2ccc(Cl)c(Cl)c2)c(C)c1NC(=O)c1cc(C2CC2)on1	?	-7%	?	23%	-2%	0%
39	Cn1ccnc1Sc1ccc(/C=N/NC(=O)c2ccccc2[N+](=O)[O-])cc1[N+](=O)[O-]	?	-8%	36	-21%	9%	-5%
40	CCn1c(=O)c(=O)n(CC)c2cc(N3CCCCC3)c(NC(=O)c3ccccc3OC)cc21	.	.	15	9%	.	16%

# The closing two entries of the part before come first, to join the parts:
nr	Molecule	HCV inhibitor	AMA1 RON2 block	HCMV inh	Sm TGR block	FBPA Giardia inh	AmpC inh detg
39	Cn1ccnc1Sc1ccc(/C=N/NC(=O)c2ccccc2[N+](=O)[O-])cc1[N+](=O)[O-]	?	-8%	36	-21%	9%	-5%
40	CCn1c(=O)c(=O)n(CC)c2cc(N3CCCCC3)c(NC(=O)c3ccccc3OC)cc21	.	.	15	9%	.	16%
41	CCn1cc(C(=O)NCCN(CC(C)C)CC(C)C)c(=O)c2cc(S(=O)(=O)N3CCOCC3)ccc21	-17%	4%	11	-2%	-6%	-11%
42	O=C(COC(=O)Cc1ccccc1F)Nc1ccc(SC(F)F)cc1	44%[activator]	24%	-6	4%	-10%	6%
43	COc1ccc(C2=NN(CN3C(=O)C(=O)c4ccccc43)C(c3ccc(Br)cc3)C2)cc1 (stereo not given)	10µM*	-7%	-20	-24%	1%	-7%
44	CCN(CC)CCNC(=O)CNC(=O)c1nn(-c2ccc(OC)cc2)c(=O)c2ccccc12	9%	18%	23	-7%	4%	-6%
45	CC(C)NC(=O)Nc1cccc2c1O[C@H](CN(C)C(=O)Nc1ccc(C(F)(F)F)cc1)[C@@H](C)CN([C@H](C)CO)C2=O	?	-1%	2	.	.	.
46	CCn1c(=O)cc(SCC(=O)Nc2cc(OC)c(OC)c(OC)c2)c2ccccc21	?	0%	15	-3%	7%	6%
47	CCCCC(CC)CNC(=O)C1CC=CCC1C(=O)O (stereo not given)	-1%	1%[2.32 µM]	-26	-17%	2%	?
48	O=C(Nc1c(Cl)ccc2nsnc12)c1ccco1	-8%	23%	58	.	0%	7%
49	O=C(C1CCN(S(=O)(=O)c2cccnc2)CC1)N1CCN(c2ccccc2Cl)CC1	-5%	-1%	-2	-12%	5%	1%
50	COc1ccc(Br)cc1CN(C)C(=O)c1ccc2c(c1)NC(=O)C(C)S2 (stereo not given)	14%	3%	34	5%	5%	1%
51	Cc1nnc(SCCn2c(N(C)Cc3ccccc3)nc3c2c(=O)[nH]c(=O)n3C)s1	4%	1%	-6	-4%	-1%	-9%
52	CNC(=O)C(=O)NCC1OCCCN1S(=O)(=O)c1ccc2c(c1)OCCO2 (stereo not given)	20%	6%	-23	?	.	5%
53	CN(CC(=O)NCCN1CCN(c2ccccc2)CC1)S(=O)(=O)c1ccc2c(c1)CCC(=O)N2	-6%	3%	-22	0%	1%	-13%
54	CCOCCCNC(=O)C1CCN(S(=O)(=O)N(CC(C)C)CC(C)C)CC1	20%	0%	-27	2%	7%	-10%
55	COc1ccccc1N1CCN(CC(=O)Nc2ccc(-n3cnnn3)cc2)CC1	-27%	6%	21	-5%	7%	2%
56	O=C(NCCc1ccncc1)Nc1cccc(Cl)c1	2%	4%	19	1%	-4%	-11%
57	CCOc1cc(-c2nccc3cc(OC)c(OC)cc23)cc(OCC)c1OCC	?	1%	-27	1%	8%	-9%
58	Cc1cccc(N2C(=O)CN=C2Nc2nc(C)cc(C)n2)c1	9%	-9%	-12	-2%	-22%	-7%
59	Cc1cc(C)c(-n2c(O)c(C=NCCN3CCOCC3)c(=O)[nH]c2=O)c(C)c1	6%	88%[activator]	-3	?	-3%	-3%
60	CSc1ccc(CN(C)C(=O)CCNS(=O)(=O)c2ccc(C)c(C)c2)cc1	-27%	-5%	-26	1%	.	0%
61	Cc1nc(CNS(=O)(=O)c2ccc(Br)cc2)cs1	9%	-9%	?	11%	0%	-2%
62	Cc1cc(Cl)c(S(=O)(=O)NCC2CCCO2)cc1OCC(N)=O (stereo not given)	20%	1%	-2	3%	3%	0%
63	CS(=O)(=O)N1CCc2cc(-c3csc(NC(=O)Cc4ccccc4)n3)ccc21	?	-2%	-98*	6%	0%	5%
64	O=C(O)CC(NC(=O)C12CC3CC(CC(C3)C1)C2)c1ccc2c(c1)OCO2 (stereo not given)	?	-11%	-29	8%	3%	2%
65	O=C(c1ccc(S(=O)(=O)N2CCOCC2)cc1)N1CCc2ccccc21	3%	7%	30	33%	-5%	2%
66	Cc1cnc(NC(=O)Nc2ccccc2)c(C)n1	0%	5%	?	0%	3%	-17%
67	Cc1cc(C)n2cc(CSc3ccc(Cl)cc3)nc2n1	-6%	-8%	?	-6%	-3%	3%
68	Cc1ccc(/C=N/n2c(C)cc(C)c(C#N)c2=O)o1	-4%	5%	-34	0%	6%	3%
69	CCOC(=O)N1CCN(S(=O)(=O)c2ccc(OC)cc2)CC1	-1%	-4%	-16	-13%	-1%	-6%
70	O=C(Nc1nnc(Cc2ccc(F)cc2)s1)Nc1ccccc1F	-22%	10%	6	-8%	1%	-12%
71	O=C(NCCSc1ccccc1)c1ccc(Br)cc1	-13%	32%[activator]	5	-1%	-4%	-7%
72	COc1ccccc1N1C(=O)C(Cl)=C(N2CCCC2)C1=O	-7%	0%	18	6%	3%	?
73	COc1ccccc1[C@@H]1C(c2ccccc2)=NN(c2ccccc2)[C@H]1C(=O)N1CCOC1=O	5%	38%[activator]	-11	.	-13%	.
74	CC(=O)NCCOc1nc(N(C)C)nc(N2CCCCC2)n1	7%	-1%	48	-2%	9%	-5%
75	NC(=O)C(NC(=O)OCc1ccccc1)c1ccccc1 (stereo not given)	2%	13%	-17	-2%	.	-2%
76	N=c1c(C(=O)NCc2ccc3c(c2)OCO3)cc2c(=O)n3ccccc3nc2n1Cc1cccnc1	6.3µM*	-7%	-13	-23%	-2%	-7%
77	COCCNC(=O)CN1CCN(S(=O)(=O)c2ccc3c(c2)CCCC3)CC1	?	44%[activator]	-7	-23%	.	-1%

# Rows were taken by chance; about 9.3% have a hit in one of these screens.
